Compound activity deposited in PubChem BioAssay by several laboratories.
TPT1 inh – inhibitors of Candida albicans tRNA 2'-phosphotransferase TPT1; recombinant caTPT1, FP RNA substrate dephosphorylation; inhibition, % at 5 µM; hit rate 0.81% among 300,000; AID 1962;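 active = inhibition above the mean of all tested compounds plus 3 SD, set per screening campaign, cut at about 24% in these data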;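 note: plate controls were DMSO alone for no effect and ferristatin control at 100 nM for full effect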
CR mimetic SO – lowers age-related superoxide in aged yeast cells; S. cerevisiae aged cells, superoxide DHE fluorescence; stronger effect = lower value; superoxide response (% of plate mean), % at 10 µM; hit rate 0.18% among 330,000; AID 2690;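 active = superoxide response under a set limit, about three screen SD below normal, cut at about 65% in these data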;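 note: yeast aged for seven days with compound at 30 °C before DHE staining; 100% = average MFI of all compound-treated wells on the plate with controls excluded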
CTSL1 counter – counter-screen for PFM18AAP inhibitors: inhibitors of F. hepatica cathepsin L1; recombinant F. hepatica cathepsin L1, Z-Leu-Arg-MCA fluorescence; inhibition, % at 5.96 µM; hit rate 0.49% among 300,000; AID 1906;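 active = inhibition above the mean of all tested compounds plus 3 SD, set per screening campaign, cut at about 17% in these data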;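 note: 0% = plate median of test compound wells and 100% = 1 µM Z-Phe-Ala-diazomethylketone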
PP1 inh – PP1-alpha (human) inhibition in PP5 counter-screen; hit rate 0.9% among 320,000; purified PP1alpha, OMFP fluorescence; inhibition, % at 6.7 µM; AID 2235; P62136;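 active = inhibition above the mean inhibition of all tested compounds plus 3 SD, computed separately for each screening campaign, cut at about 15% in these data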
Target sequence (P62136 whole entry, looked up): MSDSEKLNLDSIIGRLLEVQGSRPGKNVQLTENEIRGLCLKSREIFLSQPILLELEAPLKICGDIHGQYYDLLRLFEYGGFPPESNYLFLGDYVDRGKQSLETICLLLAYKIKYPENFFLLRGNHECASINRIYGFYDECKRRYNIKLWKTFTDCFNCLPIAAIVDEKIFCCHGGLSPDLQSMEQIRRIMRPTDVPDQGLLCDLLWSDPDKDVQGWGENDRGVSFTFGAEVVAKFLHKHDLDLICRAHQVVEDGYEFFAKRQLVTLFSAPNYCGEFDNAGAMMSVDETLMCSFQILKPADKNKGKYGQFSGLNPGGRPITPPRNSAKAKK
ZTA DNA inh – blocks Epstein-Barr virus ZTA, an EBNA-1 counter-screen; ZTA-DNA binding, fluorescence polarization; inhibition, % at 11 µM; hit rate 0.15% among 320,000; in the data active = inhibition above about 33%
Target sequence (P03206 whole entry, looked up): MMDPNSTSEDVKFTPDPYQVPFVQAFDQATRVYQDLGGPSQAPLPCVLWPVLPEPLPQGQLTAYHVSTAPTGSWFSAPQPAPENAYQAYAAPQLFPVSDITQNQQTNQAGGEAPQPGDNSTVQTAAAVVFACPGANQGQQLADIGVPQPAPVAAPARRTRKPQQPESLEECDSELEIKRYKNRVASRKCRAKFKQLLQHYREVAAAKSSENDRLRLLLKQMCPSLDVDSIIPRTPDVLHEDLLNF
JMJD2C inh – blocks human GASC-1 demethylase activity; Q9H3R0; inhibition, % at 2.35 µM; hit rate 0.069% among 330,000; GST-JMJD2C(1-420) H3K9me3 demethylation, DELFIA europium;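 active = more than half of a compound's replicate wells show inhibition beyond 50%, single wells judged on their own value; inconclusive = some, but no more than half, of replicates pass 50% inhibition; inactive = no replicate passes 50% inhibition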;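 note: signal counts dimethyl H3K9 product captured on neutravidin plate; 0% = median of DMSO wells and 100% = 0.3 times that DMSO median; strong numbers were not always called active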
HCV core dimer – blocks dimerization of HCV core protein. TR-FRET GST/Flag-core106 dimerization, 1536-well. inhibition, % at 5 µM. hit rate 0.33% among 300,000;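 active = inhibition above the mean of all tested compounds plus 3 SD, set per screening campaign, cut at about 45% in these data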
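System – GST-tagged and Flag-tagged HCV core protein residues 1-106 · Repeats – one well for each compound · Technique – TR-FRET 671 and 617 nm emission · Doses – one concentration, 5 µM, in 0.5% DMSO · Times – 4 h, 22.5 °C incubation · Also added – Eu donor and XL665 acceptor anti-tag antibodies · Measure – percent inhibition of core106 dimerization signal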
PP5 primary – blocks human protein phosphatase 5 activity. inhibition, % at 6.7 µM. P53041. hit rate 0.18% among 320,000. purified PP5c, OMFP substrate fluorescence;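 active = inhibition above the campaign's mean inhibition across all tested compounds plus 3 SD, cut at about 9.5% in these data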;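 note: 0% = DMSO only and 100% = 100 µM cantharidin control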
Target sequence (P53041 whole entry, looked up): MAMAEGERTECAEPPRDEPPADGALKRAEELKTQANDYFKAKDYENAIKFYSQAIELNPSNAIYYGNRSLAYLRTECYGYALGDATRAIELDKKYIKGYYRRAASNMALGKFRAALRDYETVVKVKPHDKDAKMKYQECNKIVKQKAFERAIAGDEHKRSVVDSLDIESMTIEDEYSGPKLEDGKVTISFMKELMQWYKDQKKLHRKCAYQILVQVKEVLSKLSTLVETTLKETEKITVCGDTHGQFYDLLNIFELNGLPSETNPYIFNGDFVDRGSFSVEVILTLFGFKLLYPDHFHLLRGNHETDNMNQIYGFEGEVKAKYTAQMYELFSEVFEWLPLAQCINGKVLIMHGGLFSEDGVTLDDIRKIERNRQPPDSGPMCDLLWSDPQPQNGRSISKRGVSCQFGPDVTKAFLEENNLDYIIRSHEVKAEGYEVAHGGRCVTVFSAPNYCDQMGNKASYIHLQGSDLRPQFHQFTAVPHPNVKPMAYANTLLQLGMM
EBNA-1 inhibitor – blocks EBNA-1 binding to DNA | EBNA-1 DNA binding, fluorescence polarization | inhibition, % at 14.8 µM | hit rate 0.34% among 300,000 | AID 1950; in the data active = inhibition above about 28%
An asterisk follows results filed as active; u = inconclusive; x = no result given; & = joins results of further samples.

The first four records, ahead of the listing:
[1] O=C(Cn1nc(-c2ccc3c(c2)OCCO3)ccc1=O)Nc1ccc(-n2cnnn2)cc1
[2] Cn1nnc2cc(NC(=O)Nc3cccc(C(F)(F)F)c3)ccc21
[3] O=C(Cc1cccs1)N1CCN(S(=O)(=O)c2ccc(F)c(F)c2)CC1
[4] COc1ccccc1CN(Cc1cc2cc3c(cc2[nH]c1=O)OCCO3)Cc1nnnn1Cc1ccco1

Screen / compound no. | 1 | 2 | 3 | 4
TPT1 inh | 2 | -3 | x | 4
CR mimetic SO | 103 | 98 | 88 | 128
CTSL1 counter | 0 | -3 | x | 1
PP1 inh | -2 | 0 | -3 | 5
ZTA DNA inh | 13 | -4 | -23 | -19
JMJD2C inh | 5 | 5 | 15 | -11
HCV core dimer | 7 | -21 | x | 2
PP5 primary | 0.7 | 2.2 | 2.4 | 5.2
EBNA-1 inhibitor | 10 | 3 | x | -17

Main list (from the top)
[1] O=C(Cn1nc(-c2ccc3c(c2)OCCO3)ccc1=O)Nc1ccc(-n2cnnn2)cc1
[2] Cn1nnc2cc(NC(=O)Nc3cccc(C(F)(F)F)c3)ccc21
[3] O=C(Cc1cccs1)N1CCN(S(=O)(=O)c2ccc(F)c(F)c2)CC1
[4] COc1ccccc1CN(Cc1cc2cc3c(cc2[nH]c1=O)OCCO3)Cc1nnnn1Cc1ccco1
[5] O=C(C1CC1)N1CCc2cc(Br)cc(S(=O)(=O)N3CCCCCC3)c21
[6] CC(=O)c1ccc(OCc2cc(C(=O)N(C)C(C)c3ccon3)no2)cc1 (configuration not stated)
[7] Cc1c(NC(=O)COC(=O)CCC(=O)c2ccc(Cl)cc2)c(=O)n(-c2ccccc2)n1C
[8] Cc1nc2ccccc2c2oc(C(=O)NCCCN3CCCC3=O)cc12
[9] CC(C)CN(C(=O)COC(=O)C1=COCCO1)c1c(N)n(Cc2ccccc2)c(=O)[nH]c1=O
[10] O=C(COC(=O)c1cc(-c2cccs2)nn1-c1ccccc1)Nc1ccc(F)c([N+](=O)[O-])c1

Screen / compound no. | 1 | 2 | 3 | 4 | 5 | 6 | 7 | 8 | 9 | 10
TPT1 inh | 2 | -3 | x | 4 | -2 | 0 | -5 | -2 | 4 | -1
CR mimetic SO | 103 | 98 | 88 | 128 | 94 | 95 | 102 | 113 | 93 | 86
CTSL1 counter | 0 | -3 | x | 1 | -4 | 2 | -21 | -2 | 5 | -1
PP1 inh | -2 | 0 | -3 | 5 | -1 | -1 | -1 | -7 | -3 | 2
ZTA DNA inh | 13 | -4 | -23 | -19 | 6 | 0 | -19 | 6 | -11 | 18
JMJD2C inh | 5 | 5 | 15 | -11 | 4 | 6 | -12 | -1 | u | 7
HCV core dimer | 7 | -21 | x | 2 | 18 | 0 | -5 | 3 | 0 | 5
PP5 primary | 0.7 | 2.2 | 2.4 | 5.2 | 2.0 | -0.9 | 2.4 | 2.1 | -0.9 | -0.9
EBNA-1 inhibitor | 10 | 3 | x | -17 | 2 | 7 | -1 | -3 | -2 | 0

[11] Cc1nc2cc(C(F)(F)F)ccc2n1CCNc1nc(-c2cc(Cl)c(N)c(Cl)c2)cs1
[12] CC(=O)C(C(C)=O)c1c(Cl)c(O)c(O)c2c(C(=O)c3ccccc3)coc12
[13] CC(=Nc1ccc2c(c1)nc(CO)n2C)C1=C(O)CC(C)(C)CC1=O
[14] NNC(=O)c1cnn(-c2ccccc2)c1C(F)(F)F
[15] COc1cccc(CN2CCN(Cc3ccc(O)cc3)CC2CCO)c1 (configuration not stated)
[16] CC(OCC(O)CN(C)Cc1nc2ccccc2c(=O)[nH]1)c1ccc(Cl)cc1 (configuration not stated)
[17] Cc1ccc(N(CC(O)CN2CCCCC2)S(=O)(=O)c2ccccc2[N+](=O)[O-])cc1 (configuration not stated)
[18] CC(=O)c1c(C)n(CCc2ccc(Cl)cc2)c2ccc(O)cc12
[19] Cc1ccc2c(CN3CCCCC3CCO)cc(=O)oc2c1 (configuration not stated)
[20] COC(=O)c1ccccc1NC(=O)COc1ccccc1

Screen / compound no. | 11 | 12 | 13 | 14 | 15 | 16 | 17 | 18 | 19 | 20
TPT1 inh | 0 | -2 | 0 | 3 | -3 | -3 | -1 | 2 | -1 | -2
CR mimetic SO | 102 | 97 | 109 | 109 | 100 | 89 | 117 | 99 | 108 | 84
CTSL1 counter | 0 | -4 | -1 | -4 | -1 | 1 | 8 | 4 | -10 | -7
PP1 inh | -3 | 2 | -5 | 0 | -2 | 3 | 0 | -3 | -2 | 0
ZTA DNA inh | 6 | -3 | 1 | 9 | -5 | 7 | -4 | 1 | -5 | -16
JMJD2C inh | -9 | -1 | -4 | -1 | 8 | -4 | 1 | -4 | -1 | -3
HCV core dimer | 6 | 2 | 3 | 4 | -3 | 1 | -8 | 6 | 2 | -7
PP5 primary | 2.5 | 3.8 | 0.9 | -1.1 | 1.4 | -1.9 | 1.1 | 0.4 | 2.9 | 1.5
EBNA-1 inhibitor | -12 | -17 | 3 | 5 | 0 | -2 | -14 | -2 | 6 | -11

[21] Cc1ccc(C)c(N2CCN(S(=O)(=O)CC34CCC(CC3=O)C4(C)C)CC2)c1 (configuration not stated)
[22] Cc1ccc(NC(=O)C(=O)c2ccc(C)cc2)cc1
[23] O=S(=O)(c1ccc(F)cc1)N1CC=C(c2ccccc2)CC1
[24] CCn1c(SCC(=O)NC2CCCC2)nnc1C(C)NC(=O)c1ccccc1F (configuration not stated)
[25] CCc1nc2ccccc2c(C(=O)Oc2ccc(C(=O)OC)cc2)c1C
[26] Cc1cc(=O)[nH]c(N/N=C/c2cccs2)n1
[27] COc1cc(/C=C2/N=C(C3CCCCC3)OC2=O)cc(OC)c1OC
[28] CCC(=O)Nc1cccc(C2=NOC3(C2)C[C@@H](C(N)=O)N(C(=O)C2(C)CC2)C3)c1 (some centres not stated)
[29] Cc1ccc(/C=N/N2CCN(c3ccccc3)CC2)cc1
[30] CCN1C(=NCC(C)C)N[C@@H](c2cccc(C(F)(F)F)c2)C(C(=O)OC)=C1C

Screen / compound no. | 21 | 22 | 23 | 24 | 25 | 26 | 27 | 28 | 29 | 30
TPT1 inh | 0 | 0 | 0 | 1 | 0 | 1 | -2 | 0 | -1 | -3
CR mimetic SO | 99 | 99 | 109 | 95 | 92 | 96 | 98 | 107 | 96 | 98
CTSL1 counter | 0 | -1 | 0 | 0 | 1 | 0 | 8 | -3 | -1 | -4
PP1 inh | -2 | 1 | -4 | -2 | 1 | 0 | -4 | -2 | 1 | 0
ZTA DNA inh | -8 | 1 | 7 | 4 | 19 | 2 | 22 | -10 | -1 | -5
JMJD2C inh | 19 | 0 | -7 | -38 | 18 | 2 | 6 | 10 | 1 | -2
HCV core dimer | 9 | 4 | 3 | -1 | 6 | -2 | 3 | -4 | 5 | 0
PP5 primary | 2.2 | 3.6 | -1.2 | 0.8 | 0.2 | 1.5 | 6.6 | 0.4 | -1.8 | 0.7
EBNA-1 inhibitor | -8 | -10 | 3 | -5 | 8 | -1 | 5 | -3 | 0 | 5

[31] C=CCNc1nnc(SCC(=O)N2CCCCC2)c2ccccc12
[32] O=C(COc1ccc(Cl)cc1Cl)NCCC1=CCCCC1
[33] NC(=O)COC(=O)c1c2c(nc3ccccc13)CCC2
[34] Cc1ccccc1-c1ncc(CN2CCC(CO)(CCCc3ccccc3)CC2)cn1
[35] OC1(c2cccs2)CN(c2ccc(Br)cc2)C2=[N+]1CCCS2 (configuration not stated)
[36] Cc1nc(CN(C)C(=O)c2ccccc2OC2CCN(S(C)(=O)=O)CC2)cs1
[37] O=S(=O)(NC1CCC(NS(=O)(=O)c2c(F)cccc2F)CC1)c1ccc2c(c1)OCCO2 (configuration not stated)
[38] CCO/N=C/C1=C(O)C(C(=O)OC)C(C)(C)CC1=O (configuration not stated)
[39] COc1ccc(/C=N/NC(=O)c2ccn[nH]2)cc1COc1ccc([N+](=O)[O-])c(C)c1
[40] CCCc1cc(C(=O)Nc2cc(C)ccc2O)no1

Screen / compound no. | 31 | 32 | 33 | 34 | 35 | 36 | 37 | 38 | 39 | 40
TPT1 inh | -28 | -2 | 1 | 3 | -4 | 1 | x | -1 | 3 | -3
CR mimetic SO | 89 | 119 | 100 | 88 | 90 | 100 | 99 | 103 | 86 | 114
CTSL1 counter | 0 | 1 | -1 | -7 | -1 | 6 | x | 0 | 4 | 0
PP1 inh | -1 | 3 | 1 | 0 | -1 | -4 | 3 | -4 | 2 | 2
ZTA DNA inh | -10 | -20 | 2 | 4 | -1 | 1 | -11 | -3 | 9 | 17
JMJD2C inh | 20 | 21 | 10 | -8 | -2 | -16 | 3 | 1 | 3 | 75
HCV core dimer | 6 | -2 | 13 | -1 | 3 | -1 | x | -3 | 7 | 3
PP5 primary | 1.0 | 3.8 | 0.4 | -2.1 | -1.3 | 0.6 | 1.3 | 1.6 | 1.0 | 2.7
EBNA-1 inhibitor | -7 | -11 | -27 | -6 | -3 | -8 | x | 6 | 3 | 7

[41] Cc1cc(C)nc(NC(=O)/C=C/c2ccc3c(c2)OCO3)c1
[42] CCOC(=O)C1=C(O)/C(=C\c2cc(C)n(-c3ccccc3F)c2C)N=C1C
[43] CCCCNC(=O)CCC(=O)N1CCN(C(c2ccccc2)c2ccccc2)CC1
[44] CC(C)Oc1ccc(C(=O)NC(Cc2c[nH]c3ccccc23)C(=O)NN)cc1 (configuration not stated)
[45] C#Cc1ccc([C@H]2C=C(C(=O)N3CCN(Cc4ccc5c(c4)OCO5)CC3)O[C@@H](OCc3ccc(CO)cc3)C2)cc1
[46] NC(=O)c1ccccc1O
[47] O=C(OCC(=O)N(Cc1ccccc1)C1CCS(=O)(=O)C1)c1cc2c(s1)CCCC2 (configuration not stated)
[48] Cn1c(SCCN2CCCCC2)nnc1-c1ccccc1Br
[49] CC(C)CN(C(=O)COc1cccc(-n2cnnn2)c1)C1CCS(=O)(=O)C1 (configuration not stated)
[50] CC(C)(C)[C@H]1C=C(C(=O)Nc2ccccc2)O[C@@H](OCCCCO)C1
[51] COC(=O)c1c(NC(=O)c2ccc(C)cc2)sc(Cc2ccccc2)c1C
[52] O=C(CCC(=O)N1CCN(S(=O)(=O)c2ccc(Cl)cc2)CC1)Nc1cccc(Br)c1

Screen / compound no. | 41 | 42 | 43 | 44 | 45 | 46 | 47 | 48 | 49 | 50 | 51 | 52
TPT1 inh | 2 | -5 | 0 | 0 | -2 | 2 | 2 | -5 | 1 | -2 | -1 | 0
CR mimetic SO | 128 | 109 | 101 | 118 | 95 | 100 | 92 | 101 | 93 | 99 | 99 | 104
CTSL1 counter | 4 | 0 | -2 | -4 | -1 | -3 | 3 | -1 | 4 | 2 | 3 | -1
PP1 inh | 5 | -2 | 2 | 1 | 13 | 1 | 1 | 13 | -3 | -1 | 3 | -3
ZTA DNA inh | -9 | 12 | -4 | 0 | 8 | 2 | -8 | -3 | 20 | 6 | 11 | 4
JMJD2C inh | 2 | 4 | -1 | -7 | -4 | -8 | -2 | -1&-2 | 7 | -8 | 0 | 11
HCV core dimer | 0 | 6 | 13 | 2 | 13 | 2 | 2 | -5 | -2 | -4 | 2 | 9
PP5 primary | 5.4 | -0.8 | -2.2 | 1.6 | 1.8 | -2.9 | 1.6 | 3.3 | -1.3 | 3.3 | 1.3 | 1.1
EBNA-1 inhibitor | -4 | 1 | 5 | 1 | 7 | 4 | 6 | -2 | 2 | -7 | -1 | 0

Entries by screen from the list:
CTSL1 counter for nos. 39 to 48, in order: 4, 0, 4, 0, -2, -4, -1, -3, 3, -1
HCV core dimer for nos. 39 to 48, in order: 7, 3, 0, 6, 13, 2, 13, 2, 2, -5
